# MRP reversal: compounds reversing MRP-mediated drug resistance | AID 602 | differential viability (reversal), % at 10 µM | H69AR cells + 2 uM doxorubicin, CellTiter-Glo, 72 h | 0.04% of 85,000 active;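 active = viability drop by adding the cancer drug above about 55%, with treated viability meeting a 40% cutoff, limit read from the data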;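 also: viability without doxorubicin minus viability with 2 µM doxorubicin for each compound; larger differential means the compound sensitizes cells more to doxorubicin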
# IL1B NFkB pot: enhances IL-1B driven NFkB nuclear translocation; HUVEC IL-1B NFkB p65 nuclear translocation imaging; activation, % at 2 µM; 0.3% of 94,000 active;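 active = activation above 40%, about the mean plus 3 SD, also judged a hit on visual image review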;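 also: percent activation is computed from the nuclear over cytoplasmic p65 intensity ratio; values of inactives mirror those of a sister screen read the other way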
# IL1B NFkB inh: blocks IL-1B driven NFkB nuclear translocation in HUVEC cells. inhibition, % at 2 µM. HUVEC IL-1B NFkB p65 nuclear translocation imaging. 0.43% of 94,000 active;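 active = inhibition above about 30% together with a positive call from visual inspection of the well image, limit read from the data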;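 also: nuclear over cytoplasmic p65 intensity ratio measured by imaging; 0% = IL-1B stimulated DMSO wells and 100% = unstimulated DMSO wells; values of inactives mirror those of a sister screen read the other way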
# PLAP inhibitors HTS: inhibition of human placental alkaline phosphatase – biochemical, luminescence, HTS (AID 690); purified PLAP, luminescent substrate; higher % means a stronger effect; inhibition, % at 20 µM; hits with a dose series show IC50 in µM; 0.08% of 96,000 active; in the data active = a potency from the dose series; inactive = the rest, 99 in 100 with inhibition below about 30%; also: strong numbers were not always called active
# Bcl-B displacement: displacers of TR3 peptide from Bcl-B, primary screen, selectivity assay for Bfl-1 inhibitor project, biochemical, fluorescence polarization. FP displacement of FITC-TR3 peptide from Bcl-B; higher % means a stronger effect. displacement, % at 20 µM, or IC50 in µM where a hit was titrated. 0.11% of 96,000 active. AID 748;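 active = displacement above 50% at 20 µM plus a fluorescence interference ratio under 1.5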;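 also: plate controls were wells without compound for no effect and wells lacking Bcl-B protein for full effect; a part of the inactive calls stands beside numbers as strong as those of hits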
# MRP reversal cytotoxicity: recorded beside MRP reversal, whose call it bears; viability, %; H69AR cells, CellTiter-Glo, 72 h; measured here: cytotoxicity without doxorubicin
# MRP reversal with doxorubicin: also measured in MRP reversal; calls as there; viability, %; measured here: viability with 2 uM doxorubicin; stronger effect = lower value
# IL1B NFkB inh cell count 2 µM: recorded beside IL1B NFkB inh, whose call it bears; cell count; measured here: cells passing quality filter;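 raw number of nuclei counted in each imaged well without normalization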
# IL1B NFkB pot cell count 2 µM: further read-out of IL1B NFkB pot, marked with its call; cell count; measured here: cells passing quality filter
# An asterisk follows results filed as active; x = not tested or not shown. An excerpt; the hit share may differ from the screen's.
1: CN(CC(=O)NCc1ccc2c(c1)OCO2)S(=O)(=O)c1ccc(Br)s1
2: O=C(c1ccc(N2CCOCC2)nc1)N1CCCCC1
3: COC(=O)CNC(=O)CSc1nnc(-c2ccc(OC)cc2)n1CC(C)C
4: COc1cccc(Nc2nnc(SCC(=O)N(CC(C)C)CC(C)C)s2)c1
5: CC(=O)N1CCN2C(=O)C1CCCC(=O)c1cc(C(C)C)ccc12 (configuration not stated)
6: CC1=CN2CC(O)CN=C2C=C1 (configuration not stated)
7: CCOC(=O)Cn1nnnc1CN(Cc1ccccc1)Cc1cc2cc(CC)ccc2[nH]c1=O
8: COC(=O)c1ccccc1NC(=O)CNc1cc(Cl)ccc1N1CCOCC1
Assay by compound	1	2	3	4	5	6	7	8
MRP reversal	5	7	17	-1	3	3	-9	-8
MRP reversal cytotoxicity	101	106	99	67	86	98	66	76
MRP reversal with doxorubicin	96	99	82	68	83	95	75	84
IL1B NFkB pot	-19	9	15	3	5	x	x	11
IL1B NFkB pot cell count 2 µM	199	141	205	170	159	x	x	171
IL1B NFkB inh	19	-9	-15	-3	-5	x	x	-11
IL1B NFkB inh cell count 2 µM	199	141	205	170	159	x	x	171
PLAP inhibitors HTS	25%	12%	-16%	6%	x	1%	-62%	-67%
Bcl-B displacement	16%	-5%	-3%	-7%	x	6%	2%	-11%

9: CC(C)OCCCNC(=O)CNC(=O)c1cccs1
10: O=S(=O)(Nc1nc2ccc(S(=O)(=O)N3CCCC3)cc2s1)c1ccc(F)cc1
11: CC(=O)SCCC(=O)Nc1ccccc1
12: O=C(NCc1ccc(N2CCCC2=O)cc1)Nc1ccccc1
13: Cc1noc(C)c1CN1C(=O)NC2(CCc3ccccc3C2)C1=O (configuration not stated)
14: CCCCCC(=O)Nc1ccc(N2CCN(C(=O)CCC)CC2)cc1
15: CCOC(=O)c1[nH]c(COC(=O)c2ccccc2NC(=O)c2ccco2)c(C(=O)OCC)c1C
16: Cc1ccc(Cc2nnc3n(-c4cccc(C)c4)nc(C(=O)c4ccccc4)n3c2=O)cc1
Assay by compound	9	10	11	12	13	14	15	16
MRP reversal	1	3	8	-8	-11	-6	-12	-12
MRP reversal cytotoxicity	90	78	108	89	65	75	8	75
MRP reversal with doxorubicin	90	76	100	96	77	81	20	88
IL1B NFkB pot	-5	33	-14	3	-6	8	-7	14
IL1B NFkB pot cell count 2 µM	121	177	105	115	200	120	57	101
IL1B NFkB inh	5	-33	14	-3	6	-8	7	-14
IL1B NFkB inh cell count 2 µM	121	177	105	115	200	120	57	101
PLAP inhibitors HTS	0%	-40%	25%	15%	x	-22%	-34%	x
Bcl-B displacement	1%	-64%	-4%	-11%	2%	-7%	-40%	x

# Another view of part of the listing above.
no. | molecule | MRP reversal | MRP reversal cytotoxicity | MRP reversal with doxorubicin | IL1B NFkB pot | IL1B NFkB pot cell count 2 µM | IL1B NFkB inh | IL1B NFkB inh cell count 2 µM | PLAP inhibitors HTS | Bcl-B displacement
15 | CCOC(=O)c1[nH]c(COC(=O)c2ccccc2NC(=O)c2ccco2)c(C(=O)OCC)c1C | -12 | 8 | 20 | -7 | 57 | 7 | 57 | -34% | -40%
16 | Cc1ccc(Cc2nnc3n(-c4cccc(C)c4)nc(C(=O)c4ccccc4)n3c2=O)cc1 | -12 | 75 | 88 | 14 | 101 | -14 | 101 | x | x
12 | O=C(NCc1ccc(N2CCCC2=O)cc1)Nc1ccccc1 | -8 | 89 | 96 | 3 | 115 | -3 | 115 | 15% | -11%

# (listing goes on)
17: CCC(=O)Nc1nonc1-c1nc2ccccc2n1CCC(C)C
18: Cc1ccc2c(=O)c(C(=O)NCc3cccs3)c[nH]c2c1
19: COc1ccccc1-c1nnc(SC2CCc3ccccc3NC2=O)s1 (configuration not stated)
20: c1ccc(-n2ncc3c2ncn2nc(CSc4nc5ccccc5s4)nc32)cc1
21: O=C1CC(C(=O)Nc2ccc(O)c(C(=O)O)c2)C(c2ccccc2)O1 (configuration not stated)
22: O=C(Nn1c(O)c(C=C2N=c3ccccc3=N2)sc1=S)c1cccc(Cl)c1
23: CC(C)(C)SCCNS(=O)(=O)c1ccc(F)cc1
24: CCOC(=O)Cc1csc(NC(=S)NC(=O)c2ccc(Cl)cc2)n1
Assay by compound	17	18	19	20	21	22	23	24
MRP reversal	-33	6	1	-18	10	x	-19	x
MRP reversal cytotoxicity	49	86	84	29	107	x	87	x
MRP reversal with doxorubicin	82	80	83	46	97	x	106	x
IL1B NFkB pot	-1	15	12	x	11	-5	10	-7
IL1B NFkB pot cell count 2 µM	80	124	154	x	124	119	194	85
IL1B NFkB inh	1	-14	-12	x	-11	5	-10	7
IL1B NFkB inh cell count 2 µM	80	124	154	x	124	119	194	85
PLAP inhibitors HTS	-1%	x	x	12%	6%	3%	15%	-18%
Bcl-B displacement	-18%	x	x	-2%	18%	-37%	1%	-3%

25: COC(=O)c1nc(-c2ccccc2)oc1N(C)C
26: CCN(c1ccccc1)S(=O)(=O)c1ccc(F)cc1
27: COCCn1c(C)cc(C(=O)CSc2nc(C)cc(C)c2C#N)c1C
28: COc1cc(OC)c(C2=NOC(C(=O)N3CCc4ccccc4C3)C2)cc1Cl (configuration not stated)
29: CCOC(=O)c1cnc(SCc2nc(N)nc(Nc3ccccc3OC)n2)nc1N
30: Cc1ccc(-n2c(C)cc(C3N=C(N)Nc4nc5ccccc5n43)c2C)c(C)c1 (configuration not stated)
31: COc1cc2c(cc1OC)C1(Nc3c-2c(Cc2ccccc2)nn3-c2ccccc2)C(=O)Nc2ccccc21 (configuration not stated)
32: Cc1c(NC(=O)Oc2ccccc2)sc(=S)n1C
Assay by compound	25	26	27	28	29	30	31	32
MRP reversal	11	3	-8	-20	-12	-24	-13	-9
MRP reversal cytotoxicity	90	97	78	65	97	33	26	86
MRP reversal with doxorubicin	78	94	87	85	109	57	39	94
IL1B NFkB pot	29	17	3	12	11	1	19	16
IL1B NFkB pot cell count 2 µM	112	157	159	159	200	157	135	50
IL1B NFkB inh	-29	-17	-3	-12	-11	-1	-19	-16
IL1B NFkB inh cell count 2 µM	112	157	159	159	200	157	135	50
PLAP inhibitors HTS	5%	-58%	8%	-76%	28%	-435%	-66%	10%
Bcl-B displacement	-9%	0%	-7%	-8%	7%	-28%	-82%	-2%

# Among those listed so far, 6 have an aryl thioether with sulfur outside any ring:
3: COC(=O)CNC(=O)CSc1nnc(-c2ccc(OC)cc2)n1CC(C)C
4: COc1cccc(Nc2nnc(SCC(=O)N(CC(C)C)CC(C)C)s2)c1
19: COc1ccccc1-c1nnc(SC2CCc3ccccc3NC2=O)s1 (configuration not stated)
20: c1ccc(-n2ncc3c2ncn2nc(CSc4nc5ccccc5s4)nc32)cc1
27: COCCn1c(C)cc(C(=O)CSc2nc(C)cc(C)c2C#N)c1C
29: CCOC(=O)c1cnc(SCc2nc(N)nc(Nc3ccccc3OC)n2)nc1N
Assay by compound	3	4	19	20	27	29
MRP reversal	17	-1	1	-18	-8	-12
MRP reversal cytotoxicity	99	67	84	29	78	97
MRP reversal with doxorubicin	82	68	83	46	87	109
IL1B NFkB pot	15	3	12	x	3	11
IL1B NFkB pot cell count 2 µM	205	170	154	x	159	200
IL1B NFkB inh	-15	-3	-12	x	-3	-11
IL1B NFkB inh cell count 2 µM	205	170	154	x	159	200
PLAP inhibitors HTS	-16%	6%	x	12%	8%	28%
Bcl-B displacement	-3%	-7%	x	-2%	-7%	7%

# Following part.
33: O=C(c1cc2c(ccc3ccccc32)oc1=O)N1CCCC1
34: O=C(Cn1c(SCC(=O)N2CCCc3ccccc32)nc2ccccc21)N1CCCC1
35: O=C1CSC(c2cn(-c3ccccc3)nc2-c2cc3ccccc3oc2=O)N1Cc1ccco1 (configuration not stated)
36: COc1ccc(CN(C(=O)c2oc3ccccc3c2C)C2CCS(=O)(=O)C2)cc1OC (configuration not stated)
37: O=C(O)CCc1nc(-c2ccccc2)no1
38: Cc1ccc(/C=c2\s/c(=C(/C#N)C(=O)N3CCCC3)n(Cc3ccco3)c2=O)s1
39: COc1ccc(-c2cc(C(F)(F)F)nc(SCc3cccc(C(=O)O)c3)n2)cc1
40: O=C(Nc1cc(Cl)ccc1N1CCCCC1)c1cccs1
Assay by compound	33	34	35	36	37	38	39	40
MRP reversal	14	1	-23	-23	12	-6	x	-14
MRP reversal cytotoxicity	98	80	46	59	91	37	x	61
MRP reversal with doxorubicin	84	79	69	81	78	42	x	76
IL1B NFkB pot	-9	9	17	4	35	x	-5	6
IL1B NFkB pot cell count 2 µM	157	182	106	143	121	x	131	228
IL1B NFkB inh	9	-9	-17	-4	-35	x	5	-6
IL1B NFkB inh cell count 2 µM	157	182	106	143	121	x	131	228
PLAP inhibitors HTS	-19%	x	-20%	-30%	20%	-46%	-7%	21%
Bcl-B displacement	0%	x	-4%	-5%	16%	18%	-4%	-2%

# Next part
# Every second line gives: MRP reversal, MRP reversal cytotoxicity, MRP reversal with doxorubicin, IL1B NFkB pot, IL1B NFkB pot cell count 2 µM, IL1B NFkB inh, IL1B NFkB inh cell count 2 µM, PLAP inhibitors HTS, Bcl-B displacement
41: COc1ccc(C)cc1NS(=O)(=O)c1cn(C)c(=O)n(C)c1=O
  -10, 88, 98, 1, 77, -1, 77, -4%, -4%
42: CCOC(=O)c1cnn(-c2cc(C)nc3c(-c4ccccc4)c(C)nn23)c1N
  -27, 48, 75, 5, 171, -5, 171, 15%, -7%
43: CCCCOc1ccccc1NC(=O)CSc1nnnn1C(C)(C)C
  x, x, x, 10, 108, -10, 108, -2%, 1%
44: CN1c2ccsc2C(O)=C(C(=S)Nc2ccc(F)c(Cl)c2)S1(=O)=O
  -32, 62, 94, -1, 156, 1, 156, -5%, 1%
45: COc1ccccc1NC(=O)Nc1c(C)n(C)n(-c2ccccc2)c1=O
  -51, 32, 83, 18, 135, -18, 135, -69%, 0%
46: C/C=C/c1ccc(OCCCN2C(=O)NC(C)(C)C2=O)c(OC)c1
  4, 87, 83, x, x, x, x, -33%, -8%
47: COc1ccc(C2=NOC3(CC(=O)N(c4ccc(C)cc4)C3=O)C2)c(OC)c1 (configuration not stated)
  4, 108, 104, -11, 98, 11, 98, 14%, -1%
48: CC(=O)NC1=NC(=O)C(C)S1 (configuration not stated)
  15, 91, 76, 9, 173, -9, 173, 2%, -8%
49: CCOC(=O)c1c(-c2ccccc2)csc1NC(=O)c1cccc(N2C(=O)CCC2=O)c1
  x, x, x, -11, 169, 11, 169, -21%, 1%
50: O=C(Nc1nccs1)C1CCN(S(=O)(=O)c2cnc[nH]2)CC1
  -5, 94, 99, x, x, x, x, -8%, -12%
51: Cc1cc(NC(=O)CCC(=O)N(CC(=O)NCC2CCCO2)c2ccccc2C)no1 (configuration not stated)
  -10, 100, 110, 6, 173, -6, 173, x, x
52: Cc1ccccc1N=C(NOCc1ccc(Cl)cc1Cl)c1nonc1N
  0, 9, 10, x, x, x, x, 73%, 9%
53: CSCCC(NS(=O)(=O)c1ccc(Cl)cc1)C(=O)OCC(=O)N(C(C)C)C(C)C (configuration not stated)
  x, x, x, 35, 183, -35, 183, -40%, -3%
54: CCc1c(C)sc(NC(=O)c2cccs2)c1C(=O)OC(C)C
  -8, 75, 83, -7, 68, 7, 68, -21%, -66%
55: c1ccc(-c2ccc(-c3nc(-c4ccncc4)no3)cc2)cc1
  33, 85, 52, x, x, x, x, 9%, 5%
56: CS(=O)(=O)Nc1ccc(C(=O)Nc2ccc3c(c2)OCCO3)cc1
  0, 87, 87, 3, 164, -3, 164, 16%, 12%
57: Brc1ccc(C2=Nn3c(nnc3-c3ccncc3)SC2)cc1
  3, 40, 37, 6, 187, -6, 187, x, x
58: O=C(CN1CCCC1)N/N=C/c1ccc(-c2cccc(Cl)c2)o1
  x, x, x, 24, 128, -24, 128, -50%, -3%
59: Cn1cnc([N+](=O)[O-])c1Nc1ccc(O)cc1
  7, 99, 92, 7, 175, -7, 175, 21%, -7%
60: COCc1nc2ccccc2n1CCCOc1ccccc1
  4, 90, 85, 9, 170, -9, 170, -72%, 1%
61: C1=CCC(/C=N/n2cnnc2)CC1 (configuration not stated)
  -1, 95, 96, x, x, x, x, 2%, -3%
62: C=CCn1c(SCC(=O)Nc2ccc(N(C)C)cc2)nnc1-c1cccc(C)c1
  -32, 78, 111, -2, 90, 2, 90, -20%, 8%
63: CCn1c(=O)c(-c2ccccc2)c(O)c2ccccc21
  9, 95, 86, 18, 89, -18, 89, -2%, 2%

# Screening results: PubChem BioAssay, several laboratories
